GSIS activator: primary screen for activators of insulin secretion dependent on glucose, INS-1E cells, GLuc reporter luminescence. INS-1E GLuc reporter insulin secretion, 2-3 h. activation, % at 16.6 µM. 370,000 compounds, 0.61% hits;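 active means lowest replicate activation of at least 40%, so every replicate reaches that level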;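 further: 0% = median of neutral control wells and 100% = median of IBMX positive control wells; some compounds called inactive have numbers as strong as hits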
EWS-Fli block: blocks EWS/Fli oncoprotein-driven transcription | A673 NR0B1-luciferase reporter, viability-normalised | inhibition, % at 12.6 µM | 350,000 compounds, 0.67% hits | AID 651661;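 active means mean inhibition of at least 50% after viability correction, with every replicate also passing that limit; inconclusive means mean reaches 50% but only one of two replicates passes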;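 further: firefly luciferase signal divided by Alamar Blue viability fluorescence both relative to DMSO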
ARNT-TACC3 inh: disrupts binding between human ARNT and TACC3; Q9Y6A5; AlphaScreen His-ARNT PAS-B/GST-TACC3 binding, luminescence; TACC3 fragment carries E629A point mutation; inhibition, % at 9.99 µM; 390,000 compounds, 0.66% hits; AID 623870;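 active means mean inhibition of replicates at least 50% and at least half of replicates each reaching 50%; inconclusive means half or more replicates reach 50% but mean below 50%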;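 further: 0% = complete ARNT plus TACC3 wells and 100% = ARNT alone without TACC3; many hits fall short of the cut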
DENV2 CPE rescue: protects cells from dengue virus 2 cytopathic effect; DENV2-infected cells, cytopathic effect rescue, plate reader; CPE inhibition, % at 9.99 µM; 350,000 compounds, 1.7% hits; AID 651640; in the data active means CPE inhibition above about 20%, passing the limit was not always enough; inconclusive means no clear call, values can overlap the other calls; tested in BHK-21 cells;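 further: 0% = median of neutral control wells and 100% = median of positive control wells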
ERp5 inh: blocks human ERp5 reductase activity on insulin; Q15084; ERp5 insulin aggregation, absorbance 650 nm, 90 min; inhibition, % at 9.99 µM; 350,000 compounds, 0.05% hits;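 active means mean replicate inhibition above about 25%, with every replicate also reaching it, limit read from the data, passing the limit was not always enough; inconclusive means only one of those two criteria met; inactive means neither criterion met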
Target sequence (Q15084 whole entry, looked up): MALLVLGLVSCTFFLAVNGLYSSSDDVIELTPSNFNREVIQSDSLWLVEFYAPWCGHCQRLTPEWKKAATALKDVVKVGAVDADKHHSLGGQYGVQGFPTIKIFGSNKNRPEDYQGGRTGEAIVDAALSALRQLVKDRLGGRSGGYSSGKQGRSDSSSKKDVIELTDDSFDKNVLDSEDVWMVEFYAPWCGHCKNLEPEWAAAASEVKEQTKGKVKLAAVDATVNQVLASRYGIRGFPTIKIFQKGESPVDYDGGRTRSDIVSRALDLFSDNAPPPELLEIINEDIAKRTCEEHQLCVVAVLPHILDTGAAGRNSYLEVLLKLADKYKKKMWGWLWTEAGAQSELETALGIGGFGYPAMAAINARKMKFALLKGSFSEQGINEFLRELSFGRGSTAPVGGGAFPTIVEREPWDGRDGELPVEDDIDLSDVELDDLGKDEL
PAX8 inh HTS: PAX8 transcriptional activity inhibition. RMG-I TPO-luciferase reporter, SteadyGlo, 24 h. inhibition, % at 12.6 µM. 360,000 compounds, 1.2% hits. AID 652154;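 active means mean replicate inhibition at least 60% with every replicate also reaching 60%; inconclusive means only one of the two criteria is met; inactive means mean below 60% and not all replicates reaching 60%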;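 further: luciferase light reporting Pax8 driven TPO promoter activity; plate controls were median of neutral control wells for no effect and mitoxantrone controls for full effect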
CFTR F508del cor: CFTR F508del correction in bronchial cells. CFBE cells, YFP halide quenching; stimulated with forskolin plus potentiator P3; % fluorescence drop versus neutral controls. activity (quench increase), % at 7.58 µM. 350,000 compounds, 0.36% hits;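 active means mean added fluorescence quench of at least 8% versus neutral control, with both replicates also reaching 8%; inconclusive means only one of the mean or replicate conditions met; inactive means mean below 8% and not both replicates reaching 8%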;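 further: cells transiently co-express mutant CFTR-F508del with the halide-sensitive YFP; corrector assay measuring rescue of mutant channel to the surface after 24 h compound exposure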
Xi reactivation: reactivates the inactive X chromosome in mouse fibroblasts; 360,000 compounds, 0.055% hits; activation, % at 7.58 µM; XiGFP mouse fibroblasts, % GFP-positive cells imaging, 3 d; cells co-treated with 5-aza-dC sensitizer; scaled so ellipticine positive control = 100%;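 active means mean normalized replicate activation at least 10% and every replicate at or above 10%; inconclusive means only one of the two criteria met; inactive means mean below 10% and not all replicates reach 10%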;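 further: 0% = median of on-plate neutral control wells and 100% = ellipticine 6 µM median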
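System: 68-5-11 XiGFP fibroblast line | Buffer or medium: DMEM containing 5-aza-dC | Compound: Single point | Times: Compounds 3 days, fix/stain 15 min at room temperature | Benchmarks: Positive control ellipticine, 6 µM final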
* hit, by the source's call; ? = inconclusive; . = not tested or not shown; & = joins results of further samples; ! = repeats disagree.

SMILES	GSIS activator	EWS-Fli block	ARNT-TACC3 inh	DENV2 CPE rescue	ERp5 inh	PAX8 inh HTS	CFTR F508del cor	Xi reactivation
CCN(CC)C(=O)C1=C(C)N(CCCN2CCCC2=O)C(=O)C(CC(=O)NC2CC2)C1 (stereo not drawn)	4	-5	.	19	2	-13	1.5	0.0
O=C(C[C@@H]1C[C@@H]2c3cc(NC(=O)C4CCOCC4)ccc3O[C@@H]2[C@H](CO)O1)NCc1ccc2c(c1)OCO2	5	-3	0	3	-8	1	-3.9	0.2
Cc1cc(C(=O)NCc2ccccc2Cl)n(-c2ccccc2)n1	6	5	.	-6	-3	4	0.8	0.2
O=c1[nH]cc(S(=O)(=O)Nc2ccc3c(c2)OCO3)c(=O)[nH]1	2	-12	-28	1	1	-6	2.3	0.0
O=C(Nc1ccc2c(c1)OCCO2)C(c1ccnc2ccccc12)N1CCN(C/C=C/c2ccccc2)CC1 (stereo not drawn)	-47	13	.	-1	-2	-30	-2.7	-0.1
Cc1ccc(-c2nnn(CC(=O)N(c3ccccc3F)C(C(=O)NC3CCCC3)c3ccco3)n2)o1 (stereo not drawn)	.	13	9	3	-2	.	-3.3	.
CCc1ccc(C(O)c2ncc(-c3ccc(C(F)(F)F)cc3)[nH]2)cc1 (stereo not drawn)	2	-3	.	12	9	-4	1.8	0.2
Cc1ccc(F)cc1NC(=O)N1CCNC(=O)C1CC(=O)Nc1cc(Cl)ccc1Cl (stereo not drawn)	0	-2	-4	-4	11	-5	-0.3	0.1
O=C(CCN1CCCCC1)NCC[C@@H]1CC[C@@H](NS(=O)(=O)c2cccc(Cl)c2)[C@H](CO)O1	-1	4	.	.	.	-8	-0.9	0.3
CC(C)n1ncc2c(C(=O)N3CCN(Cc4cccs4)CC3)cc(C3CC3)nc21	-8	-4	.	9	7	5	-3.8	0.0
COc1ccccc1-c1ccc([C@@H]2[C@@H](CO)N(C(=O)C3CCC3)[C@H]2C#N)cc1	7	8	11	-1	2	-14	-1.8	0.0
O=C(CN(CCO)c1ccccc1)Nc1ccc(Cl)c(S(=O)(=O)N2CCOCC2)c1	-27	-11	3	-2	9	10	0.8	0.0
C[C@@H]1CCCCO[C@H](CN(C)C(=O)c2ccccc2)[C@@H](C)CN([C@H](C)CO)C(=O)c2cc(NC(=O)Nc3ccc4c(c3)OCO4)ccc2O1	10	-1	15	3	1	4	-1.5	0.0
Cc1noc(C)c1S(=O)(=O)Nc1cccc2c1O[C@H](CN(C)CC1CC1)[C@H](C)CN([C@H](C)CO)C2=O	6	-7	-3	2	6	.	-0.1	-0.1
COc1cccc(CC(=O)Nc2nc(-c3ccc(F)c(F)c3)cs2)c1	-37	-2	-6	17	2	-16	0.5	0.0
C[C@@H]1CN([C@H](C)CO)C(=O)c2cccc(NC(=O)c3ccc(-c4nccs4)cc3)c2O[C@H]1CN(C)Cc1ccccc1	-32	17	6	10	2	.	0.8	0.2
C[C@H](CO)N1C[C@H](C)[C@@H](CN(C)Cc2ccc(Oc3ccccc3)cc2)Oc2ccc(N(C)C)cc2C1=O	-17	2	10	-8	2	23	0.6	0.1
COc1ccccc1-c1ccc2c(c1)O[C@H](CN(C)C(C)=O)[C@H](C)CN([C@H](C)CO)S2(=O)=O	9	-4	-5	3	8	.	-3.1	-0.5
COc1ccc(-c2ccc(C3[C@H]4CNC[C@@H]3N4C(=O)Nc3ccccc3F)cc2)cc1 (stereo partly drawn)	-24&-28	.	.	26*!	0&0	.	-4.7&-0.7	0.0&0.5
NC(=O)c1ccsc1NC(=O)c1ccc2c(c1)CCCC2	.	11	-6	-2	5	-4	-0.7	0.0
CCN(CC)C(=O)C1CCCN(C(=S)Nc2cccc3ccccc23)C1 (stereo not drawn)	7	.	7	.	.	0	.	-0.1
CCOc1ccc(N(CC(=O)N2CCCCC2)S(=O)(=O)c2ccc(Cl)cc2)cc1	-22	4	.	1	7	9	-2.6	0.2
CCCN(CCC)C(=O)c1cc([N+](=O)[O-])cc2c1-c1ccc([N+](=O)[O-])cc1C2=C(C#N)C#N	13	-5	.	1	7	-2	-4.0	0.2
CCOC(=O)c1[nH]c2c(c1C)C(=O)CC(c1ccc(N(C)C)cc1)C2 (stereo not drawn)	-1	-8	6	3	7	-36	1.5	0.3
COCCCN1C(=O)C(=O)/C(=C(/O)c2ccc(S(=O)(=O)N3CCCCC3)cc2)C1c1ccc(O)c(OC)c1 (stereo not drawn)	11	3	-1	-2	3	-9	-3.9	0.0
COc1ccc(S(=O)(=O)Nc2ccc3c(c2)C(=O)N([C@@H](C)CO)C[C@@H](C)[C@@H](CN(C)Cc2ccc4c(c2)OCO4)OCCCC[C@H](C)O3)cc1	-25	13	0	22*	0	38	2.3	0.1
COc1ccc(CCNC(=O)c2c(C)nn(-c3ccccc3)c2Cl)cc1OC	10	6	-2	11	2	12	-0.1	0.0
CN(C)CC#Cc1cncc(C(=O)NNC(=O)Nc2ccc(Cl)cc2)c1	8	0	-2	17	2	31	-2.9	0.1
COc1ccc(Cl)cc1NCC(=O)Nc1ccc(OC)c(S(=O)(=O)N2CCCCC2)c1	35	-2	6	-9	0	20	2.2	-0.1
C[C@H]1CN([C@@H](C)CO)C(=O)CCCn2nncc2CO[C@@H]1CN(C)S(=O)(=O)c1cccc(C#N)c1	-9&1	-6&5	-9	3&16	-2&1	11&2	2.6&-0.7	-0.1&-0.1
CN(CC(=O)Nc1cccc(F)c1)CC(=O)Nc1cccc(S(=O)(=O)N2CCCCCC2)c1	-55	5	0	-4	2	23	1.3	0.1
N#Cc1ccc(/C=C(\C(=O)C(=O)O)c2ccc3ccccc3n2)cc1	39	-72	-5	.	2	-169	0.8	.
NS(=O)(=O)c1ccc(CNS(=O)(=O)c2cc(C(=O)O)ccc2Cl)cc1	-10	6	-5	4	4	-11	-2.1	0.2
COc1ccc(NC(=O)Nc2ccc3c(c2)[C@H]2C[C@@H](CC(=O)NCc4ccncc4)O[C@@H](CO)[C@H]2O3)cc1	7	4	.	-7	0	-19	-0.7	0.0
OC1CCC(NC(=S)Nc2ccc(SC(F)F)cc2)CC1 (stereo not drawn)	-1	-59	3	11	-5	-104	2.8	0.0
Cc1csc(C(=O)O)c1NC(=O)c1cccc([N+](=O)[O-])c1	-3	6	-13	4	-7	3	.	0.0

The last 6 entries of the section before come first, to join the parts:
SMILES	GSIS activator	EWS-Fli block	ARNT-TACC3 inh	DENV2 CPE rescue	ERp5 inh	PAX8 inh HTS	CFTR F508del cor	Xi reactivation
CN(CC(=O)Nc1cccc(F)c1)CC(=O)Nc1cccc(S(=O)(=O)N2CCCCCC2)c1	-55	5	0	-4	2	23	1.3	0.1
N#Cc1ccc(/C=C(\C(=O)C(=O)O)c2ccc3ccccc3n2)cc1	39	-72	-5	.	2	-169	0.8	.
NS(=O)(=O)c1ccc(CNS(=O)(=O)c2cc(C(=O)O)ccc2Cl)cc1	-10	6	-5	4	4	-11	-2.1	0.2
COc1ccc(NC(=O)Nc2ccc3c(c2)[C@H]2C[C@@H](CC(=O)NCc4ccncc4)O[C@@H](CO)[C@H]2O3)cc1	7	4	.	-7	0	-19	-0.7	0.0
OC1CCC(NC(=S)Nc2ccc(SC(F)F)cc2)CC1 (stereo not drawn)	-1	-59	3	11	-5	-104	2.8	0.0
Cc1csc(C(=O)O)c1NC(=O)c1cccc([N+](=O)[O-])c1	-3	6	-13	4	-7	3	.	0.0
Cc1ccc(S(=O)(=O)N(C)C[C@H]2Oc3ccc(NC(=O)NC(C)C)cc3CC(=O)N([C@H](C)CO)C[C@@H]2C)cc1	-7	11	1	6	3	11	-1.5	-0.1
COc1cc([N+](=O)[O-])cc(/C=N/NC(=O)C(O)(c2ccccc2)c2ccccc2)c1O	-8	16	30	2	3	23	-1.5	0.3
CCCCCCCCCCSc1n[nH]c(NC(C)=O)n1	2	5	-5	-4	4	.	-3.8	.
O=[N+]([O-])c1ccccc1N=Nc1c(O)[nH]c2ccc(F)cc12	21	-77	-1	-2	9	33	-1.2	0.4
CN1C[C@H]2[C@@H](c3ccccc31)[C@H](CO)N2Cc1ccccc1Cl	19	1	3	8	0	15	-1.9	-0.1
COc1ccccc1C(=O)Oc1ccc2c(c1)O/C(=C\c1ccncc1)C2=O	10	1	-1	-2	-6	8	.	0.1
O=C(CCCc1nc2ccccc2s1)NC1CCOC1=O (stereo not drawn)	12	-17	-1	0	-3	-7	1.7	0.2
O=C(C[C@H]1C(=O)N(CCc2ccccc2)C[C@@H]1Cc1ccccc1)Nc1ccccc1	-16	8	-7	4	-1	13	-0.2	0.1
CCC(=O)Nc1ccc2c(c1)C(=O)N(C)C[C@@H](OC)[C@@H](C)CN(C(=O)c1ccccc1F)[C@H](C)CO2	10	-4	0	2	1	-12	0.1	0.5
O=C(NC(=S)N1CCc2ccccc21)c1ccc(Br)o1	-11	-7	-6	-3	2	-26	2.7	-0.2
COCC(=O)N1[C@@H]2Cn3c(ccc(-c4ccccc4)c3=O)[C@H]1[C@@H](C(=O)NCc1ccccn1)[C@@H]2CO	-9	4	0	-5	-3	.	.	-0.1
C=CCn1c(N)cc(=O)nc1SCC(=O)Nc1ccc(C(=O)OCC)cc1	25	-3	4	1	4	6	-1.1	0.0
Cc1noc(/C=C/c2ccccc2F)c1S(=O)(=O)N1CCC(C(=O)N2CCN(C)CC2)CC1	2	7	-11	-5	-11	45	0.7	0.0
COc1ccccc1N1CCN(C(=O)C2Cc3ccccc3CN2C(=O)c2ccco2)CC1 (stereo not drawn)	-6	4	.	?	1	9	1.1	0.0
COc1cc2c(cc1NC(=O)C(C)OC(=O)c1ccc(S(=O)(=O)Nc3ccccc3Cl)cc1)oc1ccccc12 (stereo not drawn)	10	2	0	-4	-1	13	3.2	-0.1
COc1ccc(NC(=O)C2CCCN(c3cc(C)nc4ncnn34)C2)cc1 (stereo not drawn)	-7	-7	7	1	1	7	2.9	-0.1
CCOc1ccc(CCNC(=O)c2nnc(CS(=O)(=O)c3ccccc3)o2)cc1OCC	-3	6	.	7	-1	-11	1.7	0.0
COc1ccc(/C=N/Nc2nc(N)cc(Cl)n2)cc1OC	13	-21	.	-1	-4	-22	0.5	0.0
C[C@@H]1CN([C@@H](C)CO)C(=O)c2cccc(NC(=O)NC3CCCCC3)c2O[C@@H]1CN(C)Cc1ccc2c(c1)OCO2	4	-11	.	.	.	-4	0.2	-0.7
Cc1ccccc1NC(=O)CN1C(=O)CSc2ccc(S(=O)(=O)N3CCCC3)cc21	-22	4	0	0	2	-13	4.2	0.0

Source: PubChem
